# SIRT5 inh: sirtuin-5 (human) deacylase inhibition | Q9NXA8 | Purified SirT5, succinyl-peptide AMC, trypsin-coupled fluorescence | inhibition, % at 15 µM | hit rate 1.1% among 330,000; in the data active = inhibition above about 15%; inconclusive = no clear call, values can overlap the other calls
# Target sequence (Q9NXA8 whole entry, looked up): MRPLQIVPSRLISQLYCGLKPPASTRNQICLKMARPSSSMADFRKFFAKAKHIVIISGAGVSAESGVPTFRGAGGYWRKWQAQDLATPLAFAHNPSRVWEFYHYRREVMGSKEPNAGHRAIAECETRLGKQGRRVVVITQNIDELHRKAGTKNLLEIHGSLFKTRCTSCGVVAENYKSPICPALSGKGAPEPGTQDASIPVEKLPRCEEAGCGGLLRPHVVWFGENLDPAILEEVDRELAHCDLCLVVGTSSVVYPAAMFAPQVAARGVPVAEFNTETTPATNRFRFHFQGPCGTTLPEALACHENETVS
# DENV2 CPE rescue: inhibitors of DENV2 cytopathic effect; hit rate 1.7% among 350,000; CPE inhibition, % at 9.99 µM; DENV2-infected cells, cytopathic effect rescue, plate reader; in the data active = CPE inhibition above about 20%, passing the limit was not always enough; inconclusive = no clear call, values can overlap the other calls; tested in BHK-21 cells;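 note: 0% = median of neutral control wells and 100% = median of positive control wells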
# C2C12 statin: suppressors of simvastatin-induced myotoxicity in C2C12 myotubes; AID 602340; hit rate 0.78% among 330,000; rescue of ATP level, % at 7.49 µM; ATP luminescence, 48 h; scaled: DMSO 0, geranylgeraniol control 100;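 active = mean ATP rescue above about 67%, or every replicate alone reaching that limit, limit read from the data, passing the limit was not always enough; inconclusive = no clear call, values can overlap the other calls; inactive = mean under the limit and some replicate under it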;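 note: myotubes were challenged with 10 µM simvastatin during compound exposure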
# S100A4 MyoIIA: S100A4-myosin IIA interaction inhibition; P26447; AID 652163; inhibition, % at 10.7 µM; S100A4/TAMRA-MyoIIA peptide fluorescence polarization; hit rate 0.14% among 360,000;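 active = mean inhibition of at least 70% across replicates, with every replicate also reaching that level; inconclusive = mean inhibition reaches 70% but some replicates fall short; inactive = mean inhibition below 70%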
# Target sequence (P26447 whole entry, looked up): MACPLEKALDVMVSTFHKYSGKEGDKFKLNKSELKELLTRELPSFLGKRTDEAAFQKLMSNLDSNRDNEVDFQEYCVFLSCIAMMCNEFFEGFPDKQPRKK
#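 assay system = human S100A4 monomer with TAMRA-labelled myosin IIA peptide | also added = labelled myosin peptide probe, 5 nM | incubation = 5 min between mix addition and reading | control set = DMSO and TFP controls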
# ERp5 block: ERp5 (human) disulfide isomerase inhibition | Q15084 | ERp5 insulin aggregation, absorbance 650 nm, 90 min | inhibition, % at 9.99 µM | hit rate 0.05% among 350,000 | AID 651711;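 active = mean replicate inhibition above about 25%, with every replicate also reaching it, limit read from the data, passing the limit was not always enough; inconclusive = only one of those two criteria met; inactive = neither criterion met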
# Target sequence (Q15084 whole entry, looked up): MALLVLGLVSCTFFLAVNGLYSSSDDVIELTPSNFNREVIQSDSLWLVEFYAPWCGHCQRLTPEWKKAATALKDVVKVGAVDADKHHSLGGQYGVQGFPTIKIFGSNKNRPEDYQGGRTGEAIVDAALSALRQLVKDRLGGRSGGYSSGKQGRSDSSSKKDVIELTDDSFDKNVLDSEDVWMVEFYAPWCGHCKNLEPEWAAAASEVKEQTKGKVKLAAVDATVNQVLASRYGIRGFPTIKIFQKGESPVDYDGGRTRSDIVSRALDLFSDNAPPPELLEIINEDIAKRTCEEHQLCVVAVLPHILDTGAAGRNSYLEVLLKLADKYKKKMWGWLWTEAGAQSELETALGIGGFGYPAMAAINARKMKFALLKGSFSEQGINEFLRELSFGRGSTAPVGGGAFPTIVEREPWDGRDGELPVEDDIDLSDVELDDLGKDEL
# PglD inh: PglD (C. jejuni) enzyme inhibition | purified PglD enzyme, DTNB colorimetric CoA detection | hit rate 0.098% among 360,000 | inhibition, % at 12.5 µM; in the data active = inhibition above about 16%, passing the limit was not always enough; inconclusive = no clear call, values can overlap the other calls; note: strong numbers were not always called active
# E-sel inducer: E-selectin induction on HUVECs. activation, % at 7.58 µM. P16581. HUVEC E-selectin immunofluorescence imaging; normalized: neutral wells 0, TNF-alpha wells 100. hit rate 0.37% among 260,000;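 active = mean E-selectin-positive cell signal at least 10% of the positive control, reached in at least 60% of replicates, without over 20% cell loss; inconclusive = no rule given, readout overlaps actives, possibly toxicity-flagged; inactive = the rest, including those meeting only one limit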;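 note: in these data hits start at about 27%; measured in HUVEC primary endothelial cells; signal is the percent of cells scored E-selectin positive by PE staining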
#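 Assay system: HUVEC, human umbilical vein endothelial cells / Amount: 3,000 HUVEC/well / Controls: TNF-alpha positive control, DMSO neutral control / Compound dosing: single concentration / Medium: EGM-2 over gelatin coat / Evaluation: percent E-selectin-positive cells / Signal: immunofluorescence imaging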
# * hit, by the source's call; ? = inconclusive; / = no result given; & = joins results of further samples.
SMILES,SIRT5 inh,DENV2 CPE rescue,C2C12 statin,S100A4 MyoIIA,ERp5 block,PglD inh,E-sel inducer
O=C(Nc1cccc(-c2cscn2)c1)C1CCN(Cc2ccc(CO)o2)CC1,-11,-3,7,0,2,-3,/
CNC(=O)C[C@H]1CC[C@@H]2[C@@H](COc3ccc(NC(=O)c4cc(C)on4)cc3C(=O)N2C)O1,/,-3,2,/,/,2,0.2
CC=Cc1ccc2n(c1=O)C[C@H]1[C@H](CO)[C@@H](C(=O)N(C)C)[C@@H]2N1CC1CCOCC1 (mixture of isomers),-2,-2,-1,-32,-4,2,-0.1
COc1ccc(N2C(=O)c3n[nH]c(C(C)C)c3C2c2ccccc2)cc1 (stereo not drawn),1,9,/,6,4,/,-0.3
O=c1c2ccccc2nc(/C=C/c2ccc(Br)cc2)n1CCCO,0,-3,8,-1,1,6,0.1
Cc1cccc(C)c1C(O)c1ncc(-c2cccc(F)c2)[nH]1 (stereo not drawn),-4,1,-2,-1,6,-1,/
O=C(CN(C(=O)c1nsc(Cl)c1Cl)c1ccc(F)cc1)NC1CCCC1,-2,8,3,1,3,-1,/
CCOc1cc(N2CCOCC2)c(OCC)cc1NC(=O)CN1C(=O)NC2(CCCCCCC2)C1=O,-2,-2,-6,0,2,-3,/
CC1(C(=O)NS(=O)(=O)Cc2cccc(Cl)c2)CCN1C(=O)Cc1ccccc1 (stereo not drawn),2,-2,3,-1,-3,0,0.0
N#C[C@@H]1[C@@H](c2ccccc2C2=CCCCC2)[C@H](CO)N1S(=O)(=O)c1cccc(F)c1,-1,-2,/,3,2,/,0.0
C[C@H]1CN([C@@H](C)CO)C(=O)c2ccccc2-c2ccccc2CO[C@@H]1CN(C)S(=O)(=O)c1ccc([N+](=O)[O-])cc1,3,-1,/,59,-3,/,0.0
CC(=O)c1cccc(Nc2ccc(C#N)cc2)c1,3,-3,2,4,-5,3,0.0
C[C@@H]1CN([C@H](C)CO)C(=O)c2cc(NC(=O)C3CC3)ccc2O[C@@H]1CN(C)S(=O)(=O)c1ccccc1,0,10,-12,2,2,3,-0.1
CCOC(OCC)c1ccc(/C=C\c2nccc(N)n2)cc1,1,-3,-50,2,2,-2,0.3
C/C=C/c1ccc([C@@H]2[C@H](C#N)N(c3nc(CC)cs3)[C@H]2CO)cc1,0,13,-50,-2,0,-1,0.8
CCN(C(=O)COC(=O)CNS(=O)(=O)c1ccccc1)c1ccccc1,-4,2,/,6,0,0,5.5
O=C(Cc1ccc(NS(=O)(=O)c2cccc(C(F)(F)F)c2)cc1)NCCN1CCOCC1,-6,-6,14,-7,-5,-3,/
CCN(CC(=O)Nc1c(F)cccc1F)C(=O)C1CCN(C(=O)Nc2ccccc2)CC1,-1,-1,-8,1,-7,2,0.0
Cc1ccc(C(=O)O)cc1Nc1ncnc2sc3c(c12)CCC3,-1,-3,3,-1,-2,-5,0.3
CCCc1ccc(OCc2ccccc2)c2c(=O)cc(C(=O)OCC)oc12,0,6,1,0,-15,4,0.0
CC(C)NC(=O)Nc1ccc2c(c1)CC(=O)N([C@H](C)CO)C[C@H](C)[C@@H](CN(C)C)O2,-5,-4,6,4,-3,-3,-0.1
Cc1cc(NC(=O)CSCC(=O)Nc2cc(C(F)(F)F)ccc2N2CCOCC2)no1,1,-2,-3,0,7,-3,/
CC(=O)NCC(=O)NC(C(=O)Nc1ccc2c(c1)OCCO2)c1ccccc1 (stereo not drawn),2,/,/,2,0,6,/
C/C(=N/N=C/c1ccccc1O)c1ccccc1O,-3,1,22,-2,2,2,-0.2
N#Cc1c(/N=C\c2ccc(O)c([N+](=O)[O-])c2)sc2c1CCCC2,0,/,/,0,3,/,/
CC(=O)N1c2ccc(S(=O)(=O)N3CCCC(C(=O)NCc4ccc(Cl)cc4)C3)cc2CC1C (stereo not drawn),1,-6,5,0,6,/,-0.2
COc1cccc(-n2nnc(S(=O)(=O)c3ccc(C)cc3)c2N)c1,-1,2,-9,-4,-6,/,-0.8
CCOC(=O)C1CCN(C(=O)C2CCCN(S(=O)(=O)c3ccc(OCC)c(Cl)c3)C2)CC1 (stereo not drawn),5,-2,3,-2,-3,3,1.5
CO[C@H]1CN(C)C(=O)c2ccc(NS(C)(=O)=O)cc2OC[C@H](C)N(Cc2ccccn2)C[C@H]1C,/,/,3,/,/,-4,2.1
N#C[C@H]1[C@@H](c2ccccc2C2=CCCC2)[C@@H](CO)N1C(=O)C1CCOCC1,4,36*,/,-21,3,/,0.4
Cc1ccc(OCCC(=O)OC(C)C(=O)Nc2ccc(Cl)cn2)cc1 (stereo not drawn),1,-8,/,-5,-3,/,/
CCN1CCCC1CNC(=O)c1cc2c(OC)cccc2[nH]1 (stereo not drawn),-8,-8,-1,-6,0,-3,/
OCC1C2c3ccccc3C(c3ccccc32)C1CO (stereo not drawn),-5,1,/,-2,7,/,3.4
Cn1cccc1C(=O)NC(=O)COC(=O)CCNS(=O)(=O)c1ccc(Cl)cc1,-10,-6,-3,3,3,-6,/
CCc1nnc(NC(=O)C2CC(=O)N(C3CCCC3)C2)s1 (stereo not drawn),0,-2,-3,-15,-1,-3,/
CO[C@H]1CN(C)C(=O)c2cc(NC(=O)C3CCC3)ccc2OC[C@H](C)N(C)C[C@@H]1C,-1,73*,1,0,6,-1,0.0
COc1cccc(-c2ccc([C@@H]3[C@@H](CO)N4C(=O)CN(C(=O)C5CCOCC5)C[C@@H]34)cc2)c1,7,14,/,40,-4,/,1.8
CCOc1cc(CN2CCC(n3nccc3NC(=O)C3CC3)CC2)ccc1O,1,7,19,3,0,5,/
COc1ccc(NC(=O)CSc2nnc(Cc3cccn3C)n2-c2ccc(F)cc2)cc1OC,/,-18,2,15,-6,2,/
COc1ccc(C2(C(=O)Nc3ccc(C(=O)O)cc3)CCOCC2)cc1,/,/,10,/,/,1,-0.2
Cc1ccc(N(CC(=O)NCC2CCCO2)C(=O)CCC(=O)Nc2nccs2)cc1C (stereo not drawn),2,4,-3,-8,4,8,0.0
NCCCn1c(C(=O)c2cc(Cl)c(N)c(Cl)c2)c2ccc([N+](=O)[O-])cc2[n+]1[O-],/,1,-30,0,0,-5,-0.2
CN(C)C(/C=C/Nc1cccc([N+](=O)[O-])c1)=C(C#N)C#N,13,0,/,-12,9,/,/
COc1cc(/C=N/NC(=O)c2ccc(CN3C(=O)c4cccc5cccc3c45)cc2)cc(OC)c1O,-5,-1,87*,-4,7,-4,-0.2
O=C(c1ccccc1)N1CC(=O)N2[C@@H](CO)[C@@H](c3ccc(C#CC4CC4)cc3)[C@@H]2C1,-5,7,/,2,0,/,0.4
COCC(=O)N1CCCCN2[C@H](CO)[C@@H](c3ccc(C#Cc4ccccc4)cc3)[C@H]2C1,-4,7,6,60,-2,-3,-0.3
CCOc1ccc(S(=O)(=O)NC(C)(C)C)cc1-c1nc2c(C(C)(C)C)nn(C)c2c(=O)[nH]1,0,-2,-2,-1,15,-3,/
Cc1ccc(C23CC4CC(CC(C(N)=O)(C4)C2)C3)cc1,-2,?,-1,-5,1,-2,/
C[C@@H]1CCCCO[C@H](CN(C)S(=O)(=O)c2ccc(Cl)cc2)[C@@H](C)CN([C@@H](C)CO)C(=O)c2cc(NS(=O)(=O)c3ccc(F)cc3)ccc2O1,0,3,-3,120*,2,1,0.4
Cc1noc(C)c1COc1ccc(C(=O)OCC(=O)Nc2ccc(S(N)(=O)=O)cc2)cc1,4,2,13,-8,3,-6,/
Cc1noc(C)c1NC(=O)N(C)C[C@H]1Oc2c(cccc2N(C)C)C(=O)N([C@H](C)CO)C[C@@H]1C,-3,7,8&-2,-36,1,0&2,0.1&0.6
O=C(Cn1cc(COc2c(Br)cc(F)cc2Br)nn1)c1ccc(O)cc1,-7,-6,4,1,-8,2,-0.4
O=[N+]([O-])c1ccc2c(c1)c1ccccc1n2CCO,-1,16,-11,3,2,2,0.2
CCCNC(=O)C[C@H]1C[C@@H]2c3cc(NS(=O)(=O)c4ccccc4)ccc3O[C@@H]2[C@H](CO)O1,/,7,2,/,/,-12,0.0
Cc1ccn2c(NC3CCCC3)c(-c3ccsc3)nc2c1,3,1,-1,-13,-4,4,-0.4
Cn1c2ccccc2c(=O)c2c(=O)n(Cc3ccco3)c(-c3ccc(F)cc3)nc21,-2,?,/,0,1,-6,0.4
COc1ccccc1NS(=O)(=O)c1cccc(C(=O)N(C)Cc2cccs2)c1,0,9,9,-4,-13,1,-0.2
C[C@@H]1CN([C@@H](C)CO)C(=O)c2cc(NC(=O)Nc3ccc(C(F)(F)F)cc3)ccc2O[C@@H](C)CCCCO[C@@H]1CN(C)S(=O)(=O)c1ccc(F)cc1,-24,-6,/,-9,1,1,/
CCOC(=O)c1cc(=O)c2c([N+](=O)[O-])ccc(OC)c2o1,1,/,/,1,1,0,/
COC(=O)C(NC(=O)CNS(=O)(=O)c1ccc(Br)cc1)c1ccccc1 (stereo not drawn),2,1,/,-1,1,/,/
C[C@@H]1CN([C@H](C)CO)C(=O)c2cccc(N(C)C)c2O[C@H]1CN(C)S(=O)(=O)c1cn(C)cn1,/,5,-19,2,2,2,-0.1
COC(=O)c1cnc(N2CCCN(S(=O)(=O)c3ccc(C(F)(F)F)cc3)CC2)nc1C(F)(F)F,-1,-3,/,0,2,/,1.4
COc1ccc(-c2ccc([C@@H]3[C@@H](C#N)N[C@@H]3CO)cc2)cc1,-3,19,17,-3,-3,-1,-0.5

# Sorted by length of the SMILES (high to low): part of the list above.
SMILES,SIRT5 inh,DENV2 CPE rescue,C2C12 statin,S100A4 MyoIIA,ERp5 block,PglD inh,E-sel inducer
C[C@@H]1CN([C@@H](C)CO)C(=O)c2cc(NC(=O)Nc3ccc(C(F)(F)F)cc3)ccc2O[C@@H](C)CCCCO[C@@H]1CN(C)S(=O)(=O)c1ccc(F)cc1,-24,-6,/,-9,1,1,/
Cc1noc(C)c1COc1ccc(C(=O)OCC(=O)Nc2ccc(S(N)(=O)=O)cc2)cc1,4,2,13,-8,3,-6,/
COc1ccccc1NS(=O)(=O)c1cccc(C(=O)N(C)Cc2cccs2)c1,0,9,9,-4,-13,1,-0.2

# In the list so far, ten contain an aryl methoxy group.
SMILES,SIRT5 inh,DENV2 CPE rescue,C2C12 statin,S100A4 MyoIIA,ERp5 block,PglD inh,E-sel inducer
COc1ccc(N2C(=O)c3n[nH]c(C(C)C)c3C2c2ccccc2)cc1 (stereo not drawn),1,9,/,6,4,/,-0.3
COc1cccc(-n2nnc(S(=O)(=O)c3ccc(C)cc3)c2N)c1,-1,2,-9,-4,-6,/,-0.8
CCN1CCCC1CNC(=O)c1cc2c(OC)cccc2[nH]1 (stereo not drawn),-8,-8,-1,-6,0,-3,/
COc1cccc(-c2ccc([C@@H]3[C@@H](CO)N4C(=O)CN(C(=O)C5CCOCC5)C[C@@H]34)cc2)c1,7,14,/,40,-4,/,1.8
COc1ccc(NC(=O)CSc2nnc(Cc3cccn3C)n2-c2ccc(F)cc2)cc1OC,/,-18,2,15,-6,2,/
COc1ccc(C2(C(=O)Nc3ccc(C(=O)O)cc3)CCOCC2)cc1,/,/,10,/,/,1,-0.2
COc1cc(/C=N/NC(=O)c2ccc(CN3C(=O)c4cccc5cccc3c45)cc2)cc(OC)c1O,-5,-1,87*,-4,7,-4,-0.2
COc1ccccc1NS(=O)(=O)c1cccc(C(=O)N(C)Cc2cccs2)c1,0,9,9,-4,-13,1,-0.2
CCOC(=O)c1cc(=O)c2c([N+](=O)[O-])ccc(OC)c2o1,1,/,/,1,1,0,/
COc1ccc(-c2ccc([C@@H]3[C@@H](C#N)N[C@@H]3CO)cc2)cc1,-3,19,17,-3,-3,-1,-0.5

# Screens: PubChem, Broad Institute

# The list is partial, so the mix of outcomes need not match the whole.
